# ERAP1 inh: human ERAP1 aminopeptidase inhibitors, primary screen, biochemical, single point, plate reader | recombinant ERAP1, Leu-AMC fluorescence, 60 min | 0.15% of 340,000 active | inhibition, % at 10.7 µM | AID 652197, 2013;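 active = mean replicate inhibition of at least 30%, or all replicates individually reaching that 30% level; inactive = mean below 30% and not every replicate reaching it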;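 note: 0% = neutral control wells and 100% = L-leucinethiol positive control wells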
# Target sequence (Q9NZ08 whole entry, looked up): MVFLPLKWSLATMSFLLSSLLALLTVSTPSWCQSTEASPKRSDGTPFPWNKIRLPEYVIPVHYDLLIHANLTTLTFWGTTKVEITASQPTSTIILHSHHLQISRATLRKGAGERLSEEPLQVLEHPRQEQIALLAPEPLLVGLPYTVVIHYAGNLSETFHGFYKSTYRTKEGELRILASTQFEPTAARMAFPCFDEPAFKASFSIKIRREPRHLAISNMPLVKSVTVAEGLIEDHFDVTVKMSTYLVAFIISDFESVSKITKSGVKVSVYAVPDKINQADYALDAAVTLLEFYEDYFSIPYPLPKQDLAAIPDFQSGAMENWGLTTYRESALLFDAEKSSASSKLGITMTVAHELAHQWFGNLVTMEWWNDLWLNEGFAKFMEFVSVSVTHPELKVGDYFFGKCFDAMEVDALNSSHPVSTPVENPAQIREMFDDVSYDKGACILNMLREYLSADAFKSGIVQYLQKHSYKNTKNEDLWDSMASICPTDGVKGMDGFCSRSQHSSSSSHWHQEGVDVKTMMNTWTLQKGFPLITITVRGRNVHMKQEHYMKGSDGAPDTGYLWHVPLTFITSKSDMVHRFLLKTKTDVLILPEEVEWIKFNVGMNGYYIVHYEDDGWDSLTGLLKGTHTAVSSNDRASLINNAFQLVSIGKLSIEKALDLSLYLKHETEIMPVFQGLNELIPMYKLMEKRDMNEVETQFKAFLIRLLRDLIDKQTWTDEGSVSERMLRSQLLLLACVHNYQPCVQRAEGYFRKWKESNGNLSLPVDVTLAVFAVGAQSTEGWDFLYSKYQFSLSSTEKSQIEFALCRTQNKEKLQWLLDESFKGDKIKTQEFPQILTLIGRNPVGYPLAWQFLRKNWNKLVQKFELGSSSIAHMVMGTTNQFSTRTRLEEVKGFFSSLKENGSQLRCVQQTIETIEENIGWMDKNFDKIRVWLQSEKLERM
# LGR2 inh: inhibitors of bursicon-induced LGR2 CRE-luciferase signal, primary screen, cell-based, HEK293, CRE-luciferase reporter, bursicon stimulation; Drosophila bursicon receptor LGR2 (rickets); bursicon-stimulated, 4 h; inhibition, % at 9.99 µM; 0.35% of 380,000 active; AID 720647, 2013;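 active = drop in luminescence signal, shown as inhibition above about 50% in the replicate tests, limit read from the data, passing the limit was not always enough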;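 note: agonist challenge used bursicon conditioned medium at about half maximal strength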
# EWS-Fli block: EWS/Fli-driven NR0B1 reporter inhibitors, primary screen, A673 cells, NR0B1 luciferase, luminescence, MLPCN library | viability-normalised | inhibition, % at 12.6 µM | 0.67% of 350,000 active | AID 651661, 2012;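 active = mean inhibition of at least 50% after viability correction, with every replicate also passing that limit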;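 note: firefly luciferase signal divided by Alamar Blue viability fluorescence both relative to DMSO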
# FN deposit inh: inhibitors of fibronectin matrix deposition, primary screen, AH1F cells, Alexa488-fibronectin fluorescence, plate reader; AH1F fibroblasts, overnight; 0.086% of 350,000 active; AID 743247, 2014; inhibition, % at 12.6 µM;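 active = mean inhibition across replicates of 30% or more, regardless of how many single replicates reach that level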;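 note: positive control wells lacked labelled fibronectin entirely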
#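 Schedule: 1 h cell adhesion before compound, then overnight fibronectin incubation; test system: AH1F fibroblast monolayer depositing Alexa488-labelled fibronectin into matrix; quantity: 10000 AH1F cells per well; probe or stimulus: fluorescent fibronectin at 24 nM final; signal: fluorescence, ex 485 nm, em 525 nm; evaluation: percent inhibition as loss of matrix-bound fibronectin fluorescence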
# PglD inh: C. jejuni PglD acetyltransferase inhibitors, primary screen, biochemical, DTNB colorimetric, single point; purified PglD enzyme, DTNB colorimetric CoA detection; 0.098% of 360,000 active; inhibition, % at 12.5 µM; AID 602405, 2012; UDP-N-acetylbacillosamine N-acetyltransferase PglD (Campylobacter jejuni); in the data active = inhibition above about 16%, passing the limit was not always enough; note: strong numbers were not always called active
# PGC1a acetyl inh: inhibitors of PGC1a acetylation signal, primary screen, cell-based, U2OS, AlphaScreen, inhibitor mode. 0.17% of 350,000 active. AID 651687, 2012. inhibition, % at 15.6 µM. AlphaScreen anti-acetyl-lysine; with virally co-expressed GCN5 acetyltransferase;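 active = every replicate shows inhibition of at least 40%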;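 note: 0% = neutral control wells and 100% = positive control wells; some results beyond the cut were filed as inactive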
# S100A4 inh HTS: inhibitors of S100A4-myosin IIA peptide binding, primary screen, biochemical, fluorescence polarization, TAMRA-MyoIIA peptide | Protein S100-A4 (Homo sapiens), P26447 | 0.14% of 360,000 active | inhibition, % at 10.7 µM;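 active = mean inhibition of at least 70% across replicates, with every replicate also reaching that level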
# Target sequence (P26447 whole entry, looked up): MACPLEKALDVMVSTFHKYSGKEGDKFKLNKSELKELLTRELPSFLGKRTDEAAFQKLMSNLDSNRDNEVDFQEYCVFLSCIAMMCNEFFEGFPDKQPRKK
#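 Material: S100A4 monomer (human). Medium: Calcium-containing HEPES buffer, pH 7.2. Probe or stimulus: labelled myosin peptide probe, 5 nM. Compound dosing: one concentration per compound. Timing: polarization read 5 min after assay mix addition, stable 5–60 min. Benchmarks: DMSO as neutral control, TFP as positive control.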
# PAX8 reporter: inhibitors of PAX8-driven TPO luciferase reporter, primary screen, RMG-I cells, single concentration. inhibition, % at 12.6 µM. 1.2% of 360,000 active. SteadyGlo, 24 h;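 active = mean replicate inhibition at least 60% with every replicate also reaching 60%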;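 note: luciferase light reporting Pax8 driven TPO promoter activity; plate controls were median of neutral control wells for no effect and mitoxantrone controls for full effect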
# * = called active by the depositor; . = no result given.
# Every second line gives: ERAP1 inh, LGR2 inh, EWS-Fli block, FN deposit inh, PglD inh, PGC1a acetyl inh, S100A4 inh HTS, PAX8 reporter
CC1(C(=O)NC2CCN(Cc3ccccc3)CC2)CCN1Cc1ccc2ccccc2c1 (centres undefined)
    -3, 7, 19, 4, -3, -15, -1, 0
COc1ccc(NC(=S)NC(=O)c2cncc(Br)c2)c(OC)c1
    4, 3, 2, 4, 5, -8, -3, -4
O=C(NCc1ccco1)C12CN(Cc3ccccc3)CC1C(c1cccc([N+](=O)[O-])c1)=NO2 (centres undefined)
    -2, 0, -2, -5, -1, -4, -8, -7
CCCOc1ccc(NC(=O)CC2C(=O)N(CC)C(=S)N2Cc2cccs2)cc1 (centres undefined)
    ., -2, ., -7, 3, -13, ., .
O=C(NCc1ccccc1OC(F)(F)F)C1CCC(=O)N(CCc2ccccn2)C1 (centres undefined)
    1, -1, 1, 2, 2, ., 0, 5
CC(C)n1nnnc1SCC(=O)NNC(=O)C1CCCCC1
    -3, -1, ., ., -4, -1, 2, .
COC(=O)/C(C#N)=C/c1c[nH]c2ccccc12
    1, -60, 1, 5, ., ., -3, -27
C[C@H](CO)N1C[C@H](C)[C@@H](CN(C)CC2CCCCC2)OCCCC[C@H](C)Oc2ccc(NC(=O)Cc3ccccc3)cc2C1=O
    -1, -2, -1, ., -1, -21, 6, -11
Cc1ccc(CCN2CC(C(=O)NC3CCCCC3)CC2=O)cc1 (centres undefined)
    -2, -11, -11, 5, 3, ., -1, 5
CCOC(=O)CC1C(=O)NCCN1C(=S)NC(=O)c1ccc(C)c(Br)c1 (centres undefined)
    3, 17, 13, -3, 4, ., 16, -5
CCS(=O)(=O)N1CCCCN2[C@H](C1)[C@@H](c1ccc(C#CC(C)(C)O)cc1)[C@@H]2CO
    3, 2, -21, ., -1, 8, 4, 5
CCCN1CCN(C(=O)c2oc3ccccc3c2NC(=O)COc2ccc(OC)cc2)CC1
    1, 9, -4, 3, 3, 3, -1, 3
O=C1NC(=O)C2(N1)C(=O)c1cccc3cccc2c13 (centres undefined)
    2, -4, 11, -11, -2, 19, 4, 8
O=S(=O)(Nc1ccccn1)c1cc(Cl)ccc1Cl
    3, 7, 0, 3, -1, 5, -10, -3
CCS(=O)(=O)C(C)(CCl)C(=O)Nc1ccc(C(=O)OC)cc1 (centres undefined)
    3, -5, -13, -8, 1, 8, -4, -15
COc1ccc(NC(=O)N(C)C[C@@H]2OCCCC[C@H](C)Oc3ccc(NS(=O)(=O)c4ccc(F)cc4)cc3C(=O)N([C@H](C)CO)C[C@H]2C)cc1
    -3, 2, -9, ., ., -7, 11, -28
Cc1ccc([C@@H]2CC=C(C(=O)O)[C@H](c3ccc(Br)cc3)N2S(=O)(=O)c2ccc(C)cc2)cc1
    ., 6, -7, -1, 9, -3, 1, 10
COC(=O)C[C@@H]1CC[C@H]2[C@@H](COc3ccc(NC(=O)C4CC4)cc3C(=O)N2C)O1
    0, -13, -5, -13, -1, -3, -43, -10
COc1ccc(C2CC(c3ccc4ccccc4c3)=NN2C(=O)CN2CCC(C(N)=O)CC2)cc1 (centres undefined)
    -3, -43, -38, ., 0, 7, -1, -42
CC1(C)CC(=O)C(C2(O)C(=O)N(Cc3ccccc3)c3ccccc32)CO1 (centres undefined)
    ., ., ., 8, -2, -2, ., 27
COc1ccc2[nH]cc(CCNC(=O)Cc3c(F)cccc3Cl)c2c1
    -3, -9, 17, 1, 1, 7, -6, -23
Cc1noc(C)c1S(=O)(=O)Nc1ccc2c(c1)C(=O)N([C@H](C)CO)C[C@@H](C)[C@H](CN(C)Cc1ccc(Cl)c(Cl)c1)O2
    -1, 5, 5, ., 0, -6, 30, .
CC(C)(C)c1nn(-c2ccccc2)c2[nH]c(=O)c(C=O)cc12
    0, 26, 5, -5, 3, -14, -4, 28
C(=C\c1ccccc1)/CN1CCN(Cc2ccc3c(c2)OCO3)CC1
    2, 8, 17, -3, -11, 4, -5, 7
CC(Oc1ccc(Cl)cc1Cl)C(=O)NNC(=O)c1cccnc1 (centres undefined)
    -3, -15, -8, 7, ., -1, 5, -1
C[C@@H]1CN([C@H](C)CO)C(=O)c2cccc(NS(=O)(=O)c3ccccc3)c2O[C@H]1CN(C)Cc1ccc(C(=O)Nc2ccccc2N)cc1
    2, 4, -3, ., ., 2, 1, -19
Cc1ccccc1C(=O)Nc1c(C)[nH]c(=O)[nH]c1=O
    2, -2, -3, -7, -2, ., -3, 35
COc1ccc(NC(=O)CSc2nc(N)c(NC(=O)c3cccs3)c(=O)[nH]2)cc1
    4, -17, -5, 3, -1, -6, 8, -21
COC(=O)CN1C(=O)N/C(=C/c2cc(Cl)c(OC)c(OC)c2)C1=O
    -1, 10, 1, 14, -1, -1, -3, 20
CC12CCC(C(=O)Nc3cccc(Cl)c3)(C(Br)C1=O)C2(C)C (centres undefined)
    -1, 0, 0, 1, -3, -10, -2, 12
O=C(CN1CCOCC1)NCC[C@@H]1CC[C@@H](NC(=O)Nc2ccc(Cl)cc2)[C@H](CO)O1
    1, -9, -9, ., -4, 4, 12, 11
O=C(Nc1cccc(Oc2ccc(C(=O)O)c(C(=O)O)c2)c1)c1ccc(-c2ccccc2)cc1
    ., 56*, 11, -2, 8, 1, -3, 24
Cc1ccc(-c2nc3cnccn3c2Nc2ccc3c(c2)OCCO3)o1
    ., ., ., -11, 4, 3, ., 3
Cc1cc(=O)n2[nH]c(SCc3c(F)cccc3Cl)nc2n1
    2, ., -8, 3, 1, 1, -2, -8
CC(C)C#Cc1ccc2c(c1)O[C@@H](CN(C)Cc1ccccc1)[C@@H](C)CN([C@@H](C)CO)S2(=O)=O
    2, 0, -11, -16, 3, 99*, 4, .
COC1OC2COC(c3ccccc3)OC2C(=O)C1NC(=O)c1ccccc1 (centres undefined)
    -4, -10, -6, 1, 8, 4, 9, -24
C[C@@H](NC(=O)C[C@H]1C[C@@H]2c3cc(NC(=O)C4CCOCC4)ccc3O[C@@H]2[C@H](CO)O1)c1ccccc1
    -3, 6, -2, ., 0, 5, -1, 10
CCC1C(=O)N=C(SCC(=O)Nc2ccc(Br)cn2)NC1=O (centres undefined)
    10, 2, 9, -8, ., 0, 0, 3
COc1ccc(NC(=O)c2cc(F)cc(F)c2)cc1Cl
    1, -48, ., -1, -5, ., 0, -120
Cc1ccccc1-c1noc(-c2ccc(O)cc2)n1
    2, -33, -77, ., 1, 5, 1, .
C#CCOCCOCCOCCNc1nc(N2CCN(C(=O)[C@H](CCC(=O)O)n3cc(C(N)Cc4ccc(O)cc4)nn3)CC2)nc(N2CCN(C(=O)[C@H](CCC(=O)O)n3cc(C(N)Cc4ccc(O)cc4)nn3)CC2)n1 (some centres undefined)
    -1, 2, -9, 7, ., ., 19, -15
CCN(c1cccc(C)c1)S(=O)(=O)c1ccc2c(c1)CCCN2C(C)=O
    1, 25, ., 2, -5, ., -5, 1
Cc1c(C(=O)NCc2nnc(-c3ccccc3)o2)oc2c(F)cccc12
    2, -10, -6, -1, 5, -21, -3, -18
O=C(Nc1nnc(Cc2ccc([N+](=O)[O-])cc2)s1)c1ccc2c(c1)OCO2
    -2, 0, -5, -2, ., -6, 3, -14
COc1ccc(OC)c(NC(=O)COC(=O)COc2c(Cl)cc(Cl)c3ccc(C)nc23)c1
    -3, 5, 6, -11, -1, 12, -2, 8
CCc1c(C)c(C#N)c2nc3ccccc3n2c1NCc1ccccn1
    -4, 1, -13, 1, -7, -6, -2, 12
COc1ccc(CSc2nnc(-c3ccncc3)n2N)cc1
    -1, 15, 0, 15, ., ., -7, -3
COc1c(Cl)ccc(Cl)c1C(=O)NCc1ccco1
    -3, 1, -2, ., ., 2, 2, 2
O=C(c1ccc(Cl)cc1)c1cccc(O)c1
    -2, -26, 6, -6, ., ., 2, -25
CC(/C=N/NC(=O)CCn1nnc2ccccc21)=C\c1ccccc1
    -1, -7, -10, 0, ., ., -5, -12
Cc1ccc(NC(=O)C2(S(=O)(=O)c3ccc(Cl)cc3)CC2)cc1
    -3, 7, 5, 1, ., 0, -5, 29
O=C(OC1CCCCC1=O)c1cccc(S(=O)(=O)N2CCCCC2)c1 (centres undefined)
    0, 6, 3, 4, -2, -1, -7, 7
Cn1cc(C(CO)Cc2ccccc2)c2ccccc21 (centres undefined)
    1, 1, -33, 2, -3, -9, -3, -13
CC1(Cc2ccccc2OC(F)(F)F)C(=O)Nc2cc(-c3ccccc3Cl)ccc21 (centres undefined)
    -1, 3, 5, 3, 2, ., -1, 10
CC=Cc1ccc2n(c1=O)C[C@H]1[C@H](CO)[C@@H](C(=O)NCCC)[C@@H]2N1C(=O)C1CCCC1 (mixture of isomers)
    2, 4, -6, ., 0, ., -2, .

# A draw from above in order of heavy-atom count, falling:
# Every second line gives: ERAP1 inh, LGR2 inh, EWS-Fli block, FN deposit inh, PglD inh, PGC1a acetyl inh, S100A4 inh HTS, PAX8 reporter
C#CCOCCOCCOCCNc1nc(N2CCN(C(=O)[C@H](CCC(=O)O)n3cc(C(N)Cc4ccc(O)cc4)nn3)CC2)nc(N2CCN(C(=O)[C@H](CCC(=O)O)n3cc(C(N)Cc4ccc(O)cc4)nn3)CC2)n1 (some centres undefined)
    -1, 2, -9, 7, ., ., 19, -15
COc1ccc(NC(=O)N(C)C[C@@H]2OCCCC[C@H](C)Oc3ccc(NS(=O)(=O)c4ccc(F)cc4)cc3C(=O)N([C@H](C)CO)C[C@H]2C)cc1
    -3, 2, -9, ., ., -7, 11, -28
O=C(CN1CCOCC1)NCC[C@@H]1CC[C@@H](NC(=O)Nc2ccc(Cl)cc2)[C@H](CO)O1
    1, -9, -9, ., -4, 4, 12, 11
CC1(Cc2ccccc2OC(F)(F)F)C(=O)Nc2cc(-c3ccccc3Cl)ccc21 (centres undefined)
    -1, 3, 5, 3, 2, ., -1, 10
CCS(=O)(=O)N1CCCCN2[C@H](C1)[C@@H](c1ccc(C#CC(C)(C)O)cc1)[C@@H]2CO
    3, 2, -21, ., -1, 8, 4, 5
CC1(C)CC(=O)C(C2(O)C(=O)N(Cc3ccccc3)c3ccccc32)CO1 (centres undefined)
    ., ., ., 8, -2, -2, ., 27
CCOC(=O)CC1C(=O)NCCN1C(=S)NC(=O)c1ccc(C)c(Br)c1 (centres undefined)
    3, 17, 13, -3, 4, ., 16, -5
O=C(OC1CCCCC1=O)c1cccc(S(=O)(=O)N2CCCCC2)c1 (centres undefined)
    0, 6, 3, 4, -2, -1, -7, 7
CCS(=O)(=O)C(C)(CCl)C(=O)Nc1ccc(C(=O)OC)cc1 (centres undefined)
    3, -5, -13, -8, 1, 8, -4, -15
COc1ccc(NC(=O)c2cc(F)cc(F)c2)cc1Cl
    1, -48, ., -1, -5, ., 0, -120
O=C1NC(=O)C2(N1)C(=O)c1cccc3cccc2c13 (centres undefined)
    2, -4, 11, -11, -2, 19, 4, 8
O=C(c1ccc(Cl)cc1)c1cccc(O)c1
    -2, -26, 6, -6, ., ., 2, -25
